# Source: PubChem BioAssay
# TEAD-YAP inh: TEAD-YAP interaction inhibition, primary screen, TEAD-YAP interaction inhibitor project, luminescence, HEK-TIYL cells; AID 1259422, 2018; TEAD-Gal4/YAP UAS-luciferase luminescence; actives 1.4% (n = 640,000); inhibition, % at 9.12 µM; in the data active = inhibition above about 32%;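 also: 0% = median of test compound wells and 100% = reference inhibitor wells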
# MITF primary: MITF inhibitors, primary screen, biochemical, AlphaScreen, human. AlphaScreen MITF homodimerization, bead proximity signal. inhibition, % at 2.6 µM. actives 0.91% (n = 650,000); in the data active = inhibition above about 50%;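 also: 0% = vehicle wells with protein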
# Target sequence (O75030 whole entry, looked up): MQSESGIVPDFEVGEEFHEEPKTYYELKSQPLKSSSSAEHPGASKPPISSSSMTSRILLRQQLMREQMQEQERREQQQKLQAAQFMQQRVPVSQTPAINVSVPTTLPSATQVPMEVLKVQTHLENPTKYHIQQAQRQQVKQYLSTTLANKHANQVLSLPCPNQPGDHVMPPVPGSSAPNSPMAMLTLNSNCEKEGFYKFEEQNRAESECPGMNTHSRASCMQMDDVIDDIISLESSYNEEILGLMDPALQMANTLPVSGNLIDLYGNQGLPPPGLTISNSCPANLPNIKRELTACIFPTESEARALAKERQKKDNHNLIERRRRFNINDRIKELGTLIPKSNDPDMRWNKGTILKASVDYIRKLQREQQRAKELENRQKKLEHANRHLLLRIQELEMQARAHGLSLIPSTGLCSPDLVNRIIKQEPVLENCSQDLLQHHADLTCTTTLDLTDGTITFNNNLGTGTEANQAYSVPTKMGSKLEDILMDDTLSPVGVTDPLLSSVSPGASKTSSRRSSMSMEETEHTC
# FBW7 act: FBW7 E3 ligase activators, primary screen, biochemical, AlphaScreen, human. actives 0.13% (n = 650,000). AlphaScreen FBW7–phospho-cyclin E peptide binding, activator screen. F-box/WD repeat-containing protein 7 (Homo sapiens), Q969H0. normalized activity (activation), % at 26.1 µM; in the data active = normalized activity above about 1.9%;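 also: purified mutant Fbw7 with reduced substrate affinity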
# GPR151 activ: activators of human GPR151, primary screen, cell-based, PathHunter beta-arrestin, luminescence; G-protein coupled receptor 151 (Homo sapiens), Q8TDV0; PathHunter beta-arrestin GPR151 cells; activation, % at 11.2 µM; actives 1% (n = 650,000); AID 1508602, 2020; in the data active = activation above about 4.9%;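 also: 0% = median of compound wells and 100% = cells with positive control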
# Target sequence (Q8TDV0 whole entry, looked up): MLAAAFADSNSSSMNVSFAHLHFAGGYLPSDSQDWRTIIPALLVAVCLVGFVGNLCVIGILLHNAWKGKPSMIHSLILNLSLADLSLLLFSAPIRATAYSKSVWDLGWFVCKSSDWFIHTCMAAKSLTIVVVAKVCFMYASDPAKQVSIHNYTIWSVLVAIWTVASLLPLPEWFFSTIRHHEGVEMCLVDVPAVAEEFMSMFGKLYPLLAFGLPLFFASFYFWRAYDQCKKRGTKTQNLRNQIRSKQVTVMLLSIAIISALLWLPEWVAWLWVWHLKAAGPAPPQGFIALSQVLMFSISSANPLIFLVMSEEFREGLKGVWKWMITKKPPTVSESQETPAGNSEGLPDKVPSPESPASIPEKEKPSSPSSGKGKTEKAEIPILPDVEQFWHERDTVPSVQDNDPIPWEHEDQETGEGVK
# Starred values were filed as active, the others as inactive. Compounds as they come. About 3.5% of those tested had a hit in this group.
SMILES,GPR151 activ,MITF primary,TEAD-YAP inh,FBW7 act
CC(=O)c1ccc(NC(=O)c2cccc(S(=O)(=O)N3CCCCC3)c2)cc1,0.2,-7,5,0.3
C/C(N)=C(/C#N)C(=O)CSc1n[nH]c(C(C)C)n1,-2.5,22,-6,0.5
CCCNC(=S)NNC(=O)c1ccc(NNC(=S)NCCC)cc1,-0.9,1,-11,-0.1
COc1ccc(-n2cc(C(=O)Nc3ccc4c(c3)OCO4)c3ccccc3c2=O)cc1,0.4,6,1,-0.1
Cc1nc2ccccc2nc1-c1ccc([N+](=O)[O-])cc1,0.9,9,-11,0.0
CC(=O)Nc1ccccc1C(=O)C(=O)Nc1ccc(C(=O)N2CCOCC2)cc1,1.3,0,4,-0.1
O=C(O)C1CC(=O)N(CCc2ccc(F)cc2)C1 (configuration not stated),0.8,-7,0,0.1
CSCCC(NC(=O)C12CC3CC(CC(C3)C1)C2)C(=O)OCC(=O)c1ccc(Br)cc1 (configuration not stated),0.6,6,0,0.8
O=C(NCC(c1ccc(F)cc1)N1CCOCC1)c1n[nH]c(=O)c2ccccc12 (configuration not stated),2.7,-1,4,0.1
O=C(c1ccccc1Cl)N1CCN(c2ccc([N+](=O)[O-])cc2C(F)(F)F)CC1,0.9,3,0,-0.4
COc1ccc(CCN(Cc2ccccn2)C(=S)Nc2cccc(SC)c2)cc1OC,-1.4,12,11,0.4
O=C(Nc1c2c(nn1-c1cccc(Cl)c1)CS(=O)C2)C1CC1 (configuration not stated),-0.3,17,-2,0.5
O=c1[nH]c(NCC2CCCO2)nnc1Cc1ccc(Cl)c(Cl)c1 (configuration not stated),-0.1,-6,4,-0.1
COc1ccc(CCN(Cc2cc3cc4c(cc3[nH]c2=O)OCO4)C(C)=O)cc1OC,0.9,-1,1,0.2
NS(=O)(=O)c1ccc(CCNC(=O)c2ccc([N+](=O)[O-])cc2)cc1,1.0,-7,8,-0.6
COc1ccccc1-n1c(CNC(=O)c2cccc(F)c2)n[nH]c1=S,-1.6,14,-1,0.2
O=C(CSc1nnc2scc(-c3ccccc3)n12)N1CCCCCC1,-2.3,21,-3,0.8
O=C(Nc1ccon1)c1ccc(Cl)c(S(=O)(=O)N2CCCCCC2)c1,-1.3,-3,-13,0.7
CCC(C)N(C(=O)c1csnn1)C(C(=O)NC1CCCC1)c1ccc(OC)cc1 (configuration not stated),-0.8,0,-7,-0.1
Cc1ccc(CN2CCNC(=O)C2CC(=O)N(C)CCc2c(C)n[nH]c2C)o1 (configuration not stated),-0.2,3,6,0.3
O=C(COC(=O)c1ccccc1I)c1ccc(Br)cc1,0.9,5,-2,0.1
COc1cc(C(=O)Nc2scc(-c3ccccc3)c2C(=O)O)cc(OC)c1OC,0.7,0,-6,-0.1
NC(=O)c1ccccc1NC(=O)CSc1nc(O)c(Cc2ccccc2)c(=O)[nH]1,-0.6,12,-2,0.2
COc1cc(C(=O)NN2C(=O)/C(=C/c3ccc(OC)c(OC)c3)SC2=S)ccc1O,4.6,-11,-19,-0.2
CC(=O)Nc1cccc(NCCC(=O)O)c1,1.4,-16,2,0.0
COc1ccc(-c2noc(CN3CCC(O)(c4cccc(C(F)(F)F)c4)CC3)n2)cc1,-1.7,-5,21,-0.1
CS(=O)(=O)c1ccc(-c2cccc3c2OC(CNC(=O)c2cn[nH]c2)C3)cc1 (configuration not stated),1.7,-1,0,-0.1
COc1ccc(-n2c(SCc3cc(=O)n4cc(Cl)ccc4n3)nc3c(sc(=S)n3-c3ccccc3)c2=O)cc1OC,0.4,23,10,-0.2
S=c1[nH]nc(COc2ccc3c(c2)CCCC3)o1,-1.2,18,9,0.6
CCOC(=O)c1c(NC(=O)CSc2nnc(CNC(=O)c3ccccc3F)n2C)sc2c1CCC2,-0.2,11,-4,0.3

# (more compounds)
SMILES,GPR151 activ,MITF primary,TEAD-YAP inh,FBW7 act
CCc1ccc(C2C(C#N)=C(C)NC3=C2C(=O)CCC3)cc1 (configuration not stated),-0.7,7,9,0.1
Clc1cccc(-n2ncnc2-c2cccs2)c1,0.2,-14,-1,-0.1
CC1Cc2ccccc2N1C(=O)CN1c2cccc3cccc(c23)S1(=O)=O (configuration not stated),-0.3,-11,9,0.1
O=C(CN(c1ccccc1)S(=O)(=O)c1ccc(F)cc1)Nc1cccnc1,0.5,-2,0,-0.1
COc1cccc(C2CC(c3ccc(Cl)cc3)=NC(c3ccccc3F)N2)c1O (configuration not stated),1.3,-23,-45,-0.6
Cc1ccc(C(=O)O/N=C(\c2nonc2N)N2CCOCC2)cc1,4.5,-19,0,0.0
Nc1ccc(S(=O)(=O)NC2=NCCCCC2)cc1,2.2,8,-3,0.3
CCSc1nnc(NC(=O)c2cc3ccccc3o2)s1,2.1,3,-51,-0.1
CCCCn1c(CNC(=O)c2cccc(OC)c2)nnc1SC(C)C(=O)Nc1sc2c(c1C(=O)OCC)CCC2 (configuration not stated),-0.3,4,-1,0.2
O=C1CCCN1CCn1cnc2c(Nc3ccc4c(c3)OCO4)nc(Cl)nc21,2.2,-2,-8,-0.1
O=C(O)CC1C(=O)N2CCNC2=C1C(=O)c1ccccc1 (configuration not stated),-0.1,-9,-1,-0.1
CC(C)OC(=O)c1nnn(-c2nonc2N)c1CSC1=NCCS1,-0.7,13,8,1.2
CC(C)(C)c1[nH]nc2c1C(c1cc(Cl)cc(Cl)c1OC(=O)N1CCOCC1)C(C#N)=C(N)O2 (configuration not stated),-0.1,-3,19,-0.1
CCCCCCCC(=O)NNC(=O)c1cccc(Br)c1,3.1,11,3,0.2
COc1ccc(OCC2Cn3c(nc4c3c(=O)[nH]c(=O)n4C)O2)cc1 (configuration not stated),1.1,4,1,-0.2
OC(Cn1c2ccccc2c2ccccc21)OC1CCCCC1 (configuration not stated),-0.4,-3,-6,0.2
COc1cc(OC)c(C2C3=C(CCCC3=O)Nc3nc4ccccc4n32)cc1OC (configuration not stated),-0.3,3,5,-0.1
NNC(=O)c1cc(S(=O)(=O)NCc2ccccc2)ccc1O,0.5,3,3,-0.1
O=C(NCc1cccc(F)c1)C1CCCN(C(=O)N2CCOc3ccccc32)C1 (configuration not stated),0.7,-2,-7,-0.2
CCOC(=O)c1ccc(NC(=O)CCSCCc2ccccn2)cc1,-0.2,-16,-11,0.3
O=[N+]([O-])c1cccc(N2Cc3ccccc3C2)c1,0.7,-20,-20,0.2
C=CCOc1cccc(/C=N/NC(=O)C(=O)NCc2cccnc2)c1,0.5,11,6,0.2
COc1ccc(CNS(=O)(=O)c2ccc(F)c(C(=O)Nc3ccc(C)c(Cl)c3)c2)cc1,2.4,-1,-6,0.3
COC(=O)c1ccccc1OC(=O)c1ccc(OC)c(I)c1,0.3,-10,3,0.0
CCOC(=O)C1(Cc2cccc(F)c2)CCN(Cc2cnn(CC)c2C)CC1,-0.1,-8,2,-0.1
Cc1ccc(C(=O)n2cnnc2N)cc1,-0.1,6,9,0.0
CNC(=S)N(CCN(C)C)Cc1cc2cc3c(cc2n2nnnc12)OCO3,0.2,-4,-1,0.0
COc1ccccc1/C=C(/C#N)C(=O)Nc1ccc(O)cc1,0.8,-9,10,0.1
O=C(CSc1nnc(-c2ccco2)o1)Nc1nc2ccccc2s1,-1.1,-11,-49,-0.4
O=C(NCCN1CCOCC1)c1ccnc(Nc2cnccn2)c1,-2.3,22,-14,-0.2

# Of the compounds above, two contain a CF3 group:
SMILES,GPR151 activ,MITF primary,TEAD-YAP inh,FBW7 act
O=C(c1ccccc1Cl)N1CCN(c2ccc([N+](=O)[O-])cc2C(F)(F)F)CC1,0.9,3,0,-0.4
COc1ccc(-c2noc(CN3CCC(O)(c4cccc(C(F)(F)F)c4)CC3)n2)cc1,-1.7,-5,21,-0.1

# Reformatted with two lines to a compound: 2 of the compounds above
# Values run as follows: GPR151 activ | MITF primary | TEAD-YAP inh | FBW7 act
O=C(O)CC1C(=O)N2CCNC2=C1C(=O)c1ccccc1 (configuration not stated)
  -0.1 | -9 | -1 | -0.1
CCOC(=O)c1ccc(NC(=O)CCSCCc2ccccn2)cc1
  -0.2 | -16 | -11 | 0.3

# (further entries)
SMILES,GPR151 activ,MITF primary,TEAD-YAP inh,FBW7 act
Cc1cc(C)cc(N(C(C)C(=O)N2CCN(c3ccc(F)cc3)CC2)S(C)(=O)=O)c1 (configuration not stated),1.0,19,-5,0.1
OC(COC(c1ccc(F)cc1)c1ccc(F)cc1)CN1CCCC1 (configuration not stated),-2.5,49,5,0.1
COc1cccc(-c2cc(C(F)(F)F)n3ncc(C(=O)O)c3n2)c1,-0.1,21,10,1.5
Cc1ccc(NC(=O)CSc2cn(Cc3ccccc3C)c3ccccc23)cc1,0.0,-7,-3,-0.1
O=C(NCCc1nc(-c2ccncc2)n[nH]1)C1(c2ccc(Cl)cc2)CCCCC1,0.2,-8,13,-0.1
O=C(CC1Sc2ccccc2NC1=O)NCCc1ccc(Cl)cc1 (configuration not stated),2.3,2,-3,-0.1
C/C(CC(C)C)=N\NC(=O)c1cccc(O)c1,-2.1,8,40*,0.1
NC(=S)N/N=C/c1ccccc1OC(=O)c1cc([N+](=O)[O-])cc([N+](=O)[O-])c1,-1.4,59*,3,-0.1
COc1ccc(Cl)cc1NC(=O)Nc1ccc(C(=O)N2CCCC2)cc1,1.4,3,-11,-0.1
Cc1[nH]c2ccccc2c1/C=N/NC(=O)Cn1c(-c2nonc2N)nc2ccccc21,2.0,8,8,-0.2
CC(=O)c1cccc(NC(=O)CCS(=O)(=O)c2ccc(Cl)cc2)c1,0.2,9,-15,0.3
O=C(Nc1ccc(I)cc1Cl)c1ccc2c(c1)OCO2,-0.4,0,-71,-0.1
Cc1ccsc1C(=O)NCc1nnc(SCC(C)C)n1C,-1.0,0,-2,0.0
COc1ccc(C(=O)Nc2ccccc2I)c(OC)n1,-0.3,20,-17,1.0
CCOc1ccc(/C=C2\SC(=S)N(C)C2=O)cc1OCC,-1.6,-8,5,-0.2
CN1CCN(C(=O)Cn2nc(-c3ccc(Cl)cc3)ccc2=O)CC1,-0.5,-13,3,0.1
COC(=O)C1=CN(CC2CCCO2)C=C(C(=O)OC)C1c1ccccc1OC (configuration not stated),0.5,-4,-4,0.2
CC1CN(c2ccc(C(N)=O)cc2[N+](=O)[O-])CC(C)O1 (configuration not stated),-0.7,2,-9,0.0
COc1ccccc1C(=O)Nc1ccccc1NC(=O)C1CCN(S(C)(=O)=O)CC1,0.0,4,-1,0.2
Cn1c(=NC(=O)c2cc(=O)c3ccccc3o2)sc2cc([N+](=O)[O-])ccc21,1.8,-11,-2,-0.1
CC(=O)c1ccc(-n2c(O)c(C3=c4ccccc4=NC3=O)sc2=S)cc1,-1.7,12,-18,-0.1
O=C(Nc1cc(Oc2cccc(C(F)(F)F)c2)cc([N+](=O)[O-])c1)c1nn2c(C(F)(F)F)cc(-c3ccco3)nc2c1Cl,1.5,15,0,0.1
O=C(/C=C/c1ccccc1[N+](=O)[O-])N1CCN(Cc2ccccc2)CC1,0.5,4,11,-0.1
CCc1cc(C)cc(OCCNC(=O)c2ncn[nH]2)c1,-0.4,11,0,-0.3
CC(=O)NCCNc1nc2c(c(=O)n(C)c(=O)n2C)n1Cc1cc(C)ccc1C,-0.1,-10,6,-0.1
OC(CNCc1ccccc1C(F)(F)F)c1ccccc1 (configuration not stated),0.3,-14,-2,-0.1
O=C(NC1CCCC1)c1ccc(N2CCC(NCc3ccc(Cl)s3)CC2)cc1,-0.6,6,-7,1.0
Cc1cccc2cc(CN(CCO)C(=O)Nc3ccccc3Cl)c(=O)[nH]c12,-0.8,7,7,0.2
CCOc1ccc(-c2nnc(SCC(=O)NCc3ccccc3)nc2-c2ccc(OCC)c(OC)c2)cc1OC,-1.0,11,6,0.7
COC(=O)CSc1nc2sc3c(c2c(=O)n1CCc1ccccc1)CCC3,0.1,14,-2,0.0

# Exported with each value named: part of the list above
Cc1ccc(C(=O)n2cnnc2N)cc1
  GPR151 activ = -0.1; MITF primary = 6; TEAD-YAP inh = 9; FBW7 act = 0.0
O=C(Nc1cc(Oc2cccc(C(F)(F)F)c2)cc([N+](=O)[O-])c1)c1nn2c(C(F)(F)F)cc(-c3ccco3)nc2c1Cl
  GPR151 activ = 1.5; MITF primary = 15; TEAD-YAP inh = 0; FBW7 act = 0.1

# Carrying on.
SMILES,GPR151 activ,MITF primary,TEAD-YAP inh,FBW7 act
COc1cccc(OCCOC(=O)Nc2cccc(Cl)c2)c1,-1.4,4,3,0.5
Cc1c(C(=O)OC(C)C)sc(NC(=O)c2cc(Cl)ccc2[N+](=O)[O-])c1C(N)=O,-0.6,4,10,0.1
Cc1ccc(Cl)c2c1NC(=O)C21SCCS1,8.6*,3,-8,0.0
Cc1cc(Cl)ccc1NCC(=O)N/N=C/c1ccco1,0.1,17,-11,0.9
Cc1ccc(CCNC(=O)C2CCC(=O)N2Cc2cccnc2)cc1 (configuration not stated),0.2,1,-5,0.1
CCc1cccc(NC(=O)c2ccc3c(=O)n4c(nc3c2)CCCCC4)c1,0.6,7,-7,0.7
CCCCN1C(=O)CN(C2CCCCC2)C(=O)C1c1ccc(OC)c(OC)c1 (configuration not stated),-0.3,-2,-11,-0.1
